TAAR1 agonist – agonists of human TAAR1; Q96RJ0; CHO RD-HGA16 TAAR1, Fluo-8 calcium fluorescence; vehicle wells 0%, saturating PEA agonist 100%; activation, % at 3 µM; 360,000 compounds, 0.99% hits;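 active means activation above the mean activation of all test compounds in the run plus 3 SD, cut at about 38% in these data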
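test system = CHO RD-HGA16 cells carrying human TAAR1 plus Gα16 | schedule = 17-24 h seeding, 75 min 37 °C dye, 30 min RT | compound dosing = 3 µM single concentration | control set = DMSO and PEA EC100 | replicates = n 1 | signal = Fluo-8 fluorescence, 5 s baseline then 140 s kinetic read | measure = percent activation vs PEA EC100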
M1 PAM parental – counter-screen for M1 PAMs: effect in parental CHO-K1 cells | ATP EC20, Fluo-8 calcium fluorescence; 0% at ATP EC20, 100% at ATP max | activation, % at 3 µM | 360,000 compounds, 0.02% hits | AID 602247;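 active means activation above the run cutoff, the mean activation of all test compounds plus 3 SD, cut at about 40% in these data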;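 further: peak over basal fluorescence ratio in a 140 s read after ATP addition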
OXTR potentiator – human OXTR potentiation; activation, % at 3 µM; 320,000 compounds, 0.061% hits; CHO-OTR cells, Fluo-8 calcium fluorescence, potentiator mode; 0% = oxytocin EC15, 100% = EC100;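 active means activation above that plate's cutoff, the mean activation of tested compounds plus 3 SD, cut at about 6.6% in these data, passing the limit was not always enough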;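 further: 100% uses oxytocin at 75 nM as the full agonist control; some results filed as inactive read as strong as hits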
Target sequence (P30559 whole entry, looked up): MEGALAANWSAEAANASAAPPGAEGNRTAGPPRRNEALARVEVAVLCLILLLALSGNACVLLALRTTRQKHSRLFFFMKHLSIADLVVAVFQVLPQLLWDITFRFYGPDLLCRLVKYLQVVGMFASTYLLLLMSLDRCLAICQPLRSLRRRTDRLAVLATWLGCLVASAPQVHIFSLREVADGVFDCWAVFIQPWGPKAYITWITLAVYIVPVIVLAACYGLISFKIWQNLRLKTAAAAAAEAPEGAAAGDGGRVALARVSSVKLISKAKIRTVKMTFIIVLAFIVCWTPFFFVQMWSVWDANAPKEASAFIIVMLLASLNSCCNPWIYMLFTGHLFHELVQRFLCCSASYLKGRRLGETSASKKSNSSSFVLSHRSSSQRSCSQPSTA
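Assay system: CHO cell line stably expressing human OTR | Also added: Oxytocin at about EC15, sub-maximal agonist stimulus | Times: Compound 6 min at room temperature before oxytocin, 100 s read | Measured by: Fluo-8 intracellular calcium fluorescence, ex 470-495, em 515-575 nm | Controls: EC15 oxytocin alone as 0%, 75 nM oxytocin as 100%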
CHO parental Ca – counter-screen for OX1R antagonists: effect in parental CHO cells. parental CHO-K1, ATP-induced calcium, Fluo-8 fluorescence. inhibition, % at 5.6 µM. 330,000 compounds, 0.63% hits. AID 463079;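 active means inhibition above that plate's mean sample inhibition plus 3 SD, cut at about 26% in these data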;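 further: 0% = ATP-challenged DMSO wells and 100% = DMSO wells without ATP; some compounds past the cut are filed as inactive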
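Test system: untransfected parental CHO cell line; also added: ATP stimulus; dosing: 5.6 µM, single dose; signal: calcium-sensitive Fluo-8 fluorescence; measure: percent inhibition of ATP-evoked calcium rise, normalized to controls; benchmarks: low control ATP plus DMSO, high control DMSO only; replication: one well per compound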
CHRM1 antagonist – antagonists of human M1 muscarinic receptor; CHO-K1 hM1, Fluo-8 calcium fluorescence, ACh EC80 antagonist; 360,000 compounds, 1.3% hits; P11229; inhibition, % at 3 µM;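 active means percent inhibition above its own plate's cutoff, namely the mean of that plate's compound wells plus 3 SD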;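 further: peak over basal fluorescence ratio during 140 s after agonist addition; 0% = ACh EC80 plus DMSO and 100% = DMSO alone without agonist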
Target sequence (P11229 whole entry, looked up): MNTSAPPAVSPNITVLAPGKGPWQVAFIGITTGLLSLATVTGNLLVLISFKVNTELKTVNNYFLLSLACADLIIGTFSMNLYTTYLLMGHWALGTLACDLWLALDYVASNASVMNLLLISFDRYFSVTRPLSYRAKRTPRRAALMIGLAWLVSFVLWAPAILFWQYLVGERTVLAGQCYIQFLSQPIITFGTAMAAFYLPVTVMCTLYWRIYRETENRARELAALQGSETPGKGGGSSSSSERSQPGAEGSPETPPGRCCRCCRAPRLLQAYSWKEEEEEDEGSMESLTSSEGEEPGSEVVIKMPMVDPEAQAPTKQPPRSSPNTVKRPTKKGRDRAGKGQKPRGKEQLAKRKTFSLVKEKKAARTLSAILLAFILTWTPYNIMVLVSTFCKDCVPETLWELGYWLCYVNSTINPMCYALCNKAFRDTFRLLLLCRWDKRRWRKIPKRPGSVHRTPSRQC
CHRM1 agonist – human M1 muscarinic receptor agonism | AID 588814 | 360,000 compounds, 0.33% hits | P11229 | CHO-K1 hM1, Fluo-8 calcium fluorescence, agonist mode; 0% DMSO, 100% acetylcholine EC100 | activation, % at 3 µM;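 active means activation above the run's mean compound activation plus 3 SD, cut at about 16% in these data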;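 further: peak over basal fluorescence ratio within a 140 s kinetic read after compound addition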
CHO-K1 Ca ag – nonselective activator or artifact in parental CHO-K1 cells | AID 602248 | 360,000 compounds, 0.48% hits | Fluo-8 calcium fluorescence; scaled to maximal ATP response, vehicle zero | activation, % at 3 µM; in the data active means activation above about 15%;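 further: untransfected CHO-K1 host cells lacking M1 receptor as counterscreen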
TAAR1 antag – human TAAR1 antagonism; CHO RD-HGA16 TAAR1, Fluo-8 calcium fluorescence, antagonist; inhibition, % at 3 µM; 360,000 compounds, 1.5% hits; AID 624466;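 active means inhibition above a per-plate cutoff, the mean inhibition of test compounds on that plate plus 3 SD, cut at about 49% in these data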;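 further: 0% = DMSO plus EC80 beta-PEA response and 100% = DMSO alone without agonist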
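System: RD-HGA16 CHO cells with stable hTAAR1 and Gα16 | Probe or stimulus: EC80 β-phenethylamine stimulus | Dosing: 3 µM, single point | Times: Dye loading 75 min at 37 °C, then 30 min room temperature | Measured by: Fluo-8 calcium-sensitive fluorescence | Read-out basis: % inhibition of agonist calcium response | Replicates: n of 1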
CHO-K1 Ca antag – M1 antagonist counterscreen hit in parental CHO-K1 cells. ATP-induced calcium, Fluo-8 fluorescence. inhibition, % at 3 µM. 360,000 compounds, 0.6% hits. AID 602250;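 active means inhibition above a per-plate cutoff, the plate's mean sample inhibition plus 3 SD, cut at about 24% in these data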;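 further: 0% = DMSO plus EC80 ATP and 100% = DMSO alone without ATP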
* hit, by the source's call; . = not tested or not shown.

Compound,TAAR1 antag,TAAR1 agonist,OXTR potentiator,CHO-K1 Ca ag,CHRM1 antagonist,CHO-K1 Ca antag,CHO parental Ca,CHRM1 agonist,M1 PAM parental
COc1ccc(S(=O)(=O)C(C#N)c2nc3ccccc3nc2N2CCCCC2)cc1 (configuration not stated),-3,-2,-11,1.2,-9,7,-11,-3,4
CC(=O)c1ccc(N2CCN(C3CCC(C(C)(C)C)CC3)CC2)cc1 (configuration not stated),-11,12,-6,-0.3,39*,6,-20,-11,-24
N=c1oc2ccccc2cc1-c1nc(-c2ccc(Cl)cc2)cs1,-2,-1,-3,0.1,-5,-6,4,3,1
Clc1ccc(SCc2cc(-c3ccccc3)on2)cc1,3,2,-13,-0.1,-2,13,-21,4,-9
Cc1nn(-c2ccccc2)c(Cl)c1/C=N/NC(=O)c1ccc(CNc2ccccc2)o1,5,0,-3,0.0,-2,3,4,-5,-5
Cc1ccc(CS(=O)(=O)CCC(=O)NCc2cccs2)cc1,-13,-3,-3,-0.9,-15,8,-23,-1,-13
O=C(c1ccc([N+](=O)[O-])o1)N(Cc1nnc(-c2ccccc2Cl)o1)C1CC1,-1,1,-4,0.4,27*,14,-25,-9,-11
O=C(Cc1ccccc1)Nc1ccccc1CO,18,10,0,0.1,-3,13,-9,-3,6
O=C(COc1cccnc1[N+](=O)[O-])NCCc1ccc(Cl)cc1Cl,-4,0,-5,1.4,7,-10,-10,-7,-8
O=C(CN(C(=O)Cn1nnc(-c2ccccc2F)n1)c1cnc2ccccc2c1)NCC1CCCO1 (configuration not stated),-16,0,5,0.7,-9,-11,-9,-8,24
NS(=O)(=O)c1ccc(NC(=O)COC(=O)c2cn(-c3ccccc3)nc2-c2ccc(F)cc2)cc1,-17,17,-3,0.1,-6,5,12,-4,6
COc1cc(C#Cc2c(-c3ccccc3OC)oc3ccccc23)cc(OC)c1,1,0,-6,0.6,10,-7,-28,-2,3
CCCc1cc(C(=O)Nc2cccnc2)no1,-18,0,1,-0.1,-13,-13,2,-2,25
N#Cc1ccc(-c2csc(-c3ccno3)n2)cc1,-7,-1,4,1.1,-8,-13,-2,-7,25
CCCCN1C(=O)C(CC(=O)NCCc2ccccn2)CC(C(=O)N(C)C)=C1C (configuration not stated),-15,22,.,0.8,-11,-6,.,-3,11
Cc1ccn2c(Cc3ccccc3)c(-c3ccc(Br)cc3)nc2c1,5,7,.,0.4,-17,-3,.,-6,17
C#CCn1c(=NC(=O)c2ccco2)sc2cccc(Cl)c21,-24,-1,-1,0.0,7,0,-7,-2,0
O=C(OCC(=O)N1CCOCC1)c1ccc(Cl)nc1,-5,1,-3,1.0,2,-11,3,-3,13
C[C@H]1CN([C@@H](C)CO)S(=O)(=O)c2ccc(Br)cc2O[C@H]1CN(C)Cc1ccccc1F,-13,-2,.,-0.1,-13,-8,.,-4,12
CC(C)CC(N)c1csc(NC(=O)Nc2ccccc2C(C)C)n1 (configuration not stated),-3,34,.,0.8,-1,2,.,0,1
CCCn1nc(NC(=O)C(C)C)c2cc3cc(OC)ccc3nc21,29,12,-4,3.5,-2,-9,-18,0,0
COCCn1nnnc1CN(CCc1ccccc1)Cc1cc2ccc(C)cc2[nH]c1=O,11,19,-18,0.8,1,-11,-20,-3,17
O=C(NNS(=O)(=O)c1ccccc1)C(O)(c1ccccc1)c1ccccc1,-13,-1,-7,-0.5,-3,-3,-3,-6,18
CN(C)CCCNC(=O)COc1ccc(Br)cc1Cl,2,0,-4,2.2,1,-15,-10,-12,35
O=C(N/C(=C\c1ccccc1)C(=O)N1CCOCC1)c1ccccc1Br,-4,37,-8,0.7,-15,-11,-10,-1,-4
O=C(CCC(=O)OCC(=O)c1ccccc1)NC1CCCCC1,4,10,1,0.1,-7,-8,2,-5,13
C=CCNc1nc(C(=O)OCC(=O)c2ccc(Cl)cc2)cs1,17,-1,-4,0.3,9,-1,-12,-2,-16
C=CCn1cnc2c(c1=O)c1nc3ccccc3nc1n2/N=C/c1cccc(OC)c1OC,-39,3,-5,0.7,2,-5,-13,-4,7
COc1cccc(COC(=O)CSCC(=O)Nc2ccc(C)cc2)c1OC,-11,4,.,4.6,-10,-7,.,0,7
O=C(NCc1ccccc1)c1ccc(Br)cc1Br,-15,0,-8,0.4,-2,-8,-13,-11,23
CSc1ccc(NC(=O)C(C)N2CCN(C)CC2)cc1 (configuration not stated),1,1,-10,0.1,20,-2,4,-4,-9
CCOc1ccc(/C=C/C(=O)Oc2ccc(OC)cc2)cc1,-7,1,-7,0.7,-13,-11,-7,-3,23
O=C(NCc1cccc(OC(F)(F)F)c1)C1CCC(=O)N(Cc2cccc(F)c2)C1 (configuration not stated),-10,3,4,5.1,1,-7,-21,-4,15
O=C(CN1CCN(S(=O)(=O)c2ccc(F)c(Cl)c2)CC1)N1CCc2ccccc21,4,1,-2,0.8,-6,-20,-16,-6,22
Cc1ccc(S(=O)(=O)N(C)CCCC(=O)N2CCCCC2)cc1,-23,0,-3,0.5,-8,1,-17,-4,-7
CCC(=O)NCCn1ccc2ccccc21,0,0,-5,0.9,-5,6,-15,-3,12
CCn1c2ccccc2c2cc(NC(=O)CSc3nccc(=O)[nH]3)ccc21,4,0,-13,0.5,12,-13,-14,-4,-11
CCn1c(SCC(=O)Nc2nccs2)nnc1-c1ccc(S(=O)(=O)N2CCCCC2)cc1,31,16,-14,3.1,6,6,-15,0,-6
Cc1cc(C)n(CC(O)Cn2cnc3c2c(=O)n(C)c(=O)n3C)n1 (configuration not stated),12,13,-4,-0.3,-4,8,-4,-4,0
CC/C(=N\NC(=S)NC(C)C)c1ccc(OC)c(OC)c1,1,0,1,2.6,-4,3,-10,-6,1
Cc1ccccc1NC(=O)CN1CCC(C(=O)c2ccc3c(c2)OCCO3)CC1,8,-3,-9,4.8,-4,-11,-14,-3,4
CN(C(=O)c1ccc(NC(=O)Cc2ccc(NC(=O)C3CCCN(C(=O)c4ccccc4)C3)cc2)cc1)C1CC1 (configuration not stated),4,8,-2,0.3,-7,-10,-8,-4,13
CCCCc1nc2sc3c(=O)[nH]c(=S)[nH]c3c2c2c1CCC2,0,1,.,0.6,-8,-14,.,-2,21
COc1ccc(-c2nc(CS(=O)CC(=O)NC3CCCC3)c(C)o2)cc1OC (configuration not stated),-7,-1,6,0.0,-18,-9,-19,-1,-11
Cc1cc(C)cc(-n2c(C)cc(C=C(C#N)C#N)c2C)c1,-5,3,-11,0.3,-9,4,-14,-4,-3
CN(C1CCCCC1)S(=O)(=O)c1ccc2c(c1)c(=O)c(C(=O)N1CCc3ccccc3C1)cn2C,-10,1,-2,0.5,3,-5,-15,-3,13
O=[N+]([O-])c1ccc(N2CCN(c3ccc(O)cc3)CC2)cn1,6,1,-9,3.5,-9,-8,3,0,5
CSc1nc(NCc2ccccc2)c2c3c(sc2n1)CN(C)CC3,-5,9,-5,0.0,24,1,-2,-6,1
COc1ccccc1Oc1ncnc2c1cnn2-c1ccccc1,-14,-2,-3,0.3,19,1,-2,-3,-11
Cc1ccc(S(=O)(=O)N2C[C@H]3N(C(=O)OC(C)C)N(C(=O)OC(C)C)C[C@H](OC(=O)NCc4ccccc4F)[C@@]3(O)C2)cc1,19,3,.,0.9,-8,10,.,-4,-3
CCOc1ccc(NC(=O)C2CCCN(S(=O)(=O)c3cnc[nH]3)C2)cc1 (configuration not stated),.,.,0,0.7,-9,-1,2,-1,20
O=C(NC(Cc1ccccc1)C(=O)O)/C(=C\c1cccc([N+](=O)[O-])c1)NC(=O)c1ccco1 (configuration not stated),-35,2,6,0.2,-17,11,-5,1,3
Cc1ccc(S(=O)(=O)c2nc(-c3ccco3)oc2SCC(N)=O)cc1,-2,2,-5,0.8,12,3,-13,-2,-9
CN1CCNC(=O)C1CC(=O)NCCc1ccccc1F (configuration not stated),30,74*,-3,0.3,-9,-14,-7,-6,27
CCCn1c(=O)c(C(=O)NCc2ccc(OC)c(OC)c2)c(O)c2ccccc21,-16,1,-7,0.0,-13,-13,-20,-3,19

Compound activity as filed in PubChem BioAssay.
